Runt-CBFb FRET: inhibitors of human RUNX1 Runt domain binding to CBFb; Q01196+Q13951; Cerulean-Runt/Venus-CBFb FRET ratio 530/480, 1 h; inhibition, % at 20 µM; 220,000 compounds, 0.46% hits;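 active = inhibition over about 50% at 20 µM in the single-dose screen, limit read from the data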;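 note: 0% = DMSO wells and 100% = excess unlabeled CBFb competitor control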
Target sequence (Q01196 whole entry, looked up, the tested form may be a part): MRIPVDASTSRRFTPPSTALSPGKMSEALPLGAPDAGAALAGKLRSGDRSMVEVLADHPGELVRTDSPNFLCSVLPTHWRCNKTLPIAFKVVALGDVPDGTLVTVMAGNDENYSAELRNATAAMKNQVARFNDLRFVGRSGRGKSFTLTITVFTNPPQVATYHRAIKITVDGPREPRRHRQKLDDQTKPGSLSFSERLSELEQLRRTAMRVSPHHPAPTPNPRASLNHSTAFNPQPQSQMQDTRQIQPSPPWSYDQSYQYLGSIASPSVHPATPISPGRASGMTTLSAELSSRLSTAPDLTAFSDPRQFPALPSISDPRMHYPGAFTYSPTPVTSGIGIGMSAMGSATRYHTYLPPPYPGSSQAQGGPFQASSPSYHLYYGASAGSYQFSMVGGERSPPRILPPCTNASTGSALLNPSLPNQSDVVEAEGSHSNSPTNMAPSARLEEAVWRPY
Target sequence (Q13951 whole entry, looked up, the tested form may be a part): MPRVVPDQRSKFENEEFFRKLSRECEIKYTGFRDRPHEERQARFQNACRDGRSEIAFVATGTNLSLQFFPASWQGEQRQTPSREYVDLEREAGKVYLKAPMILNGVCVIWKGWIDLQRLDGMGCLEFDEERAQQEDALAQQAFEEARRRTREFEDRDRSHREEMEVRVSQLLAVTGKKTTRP
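Doses: 20 µM compound in 1% DMSO | Material: Cerulean-labeled Runt domain protein | Amount: Each fluorescent fusion protein 100 nM | Schedule: Two 1 h room-temperature incubations shielded from light | Measured by: FRET fluorescence | Evaluation: Loss of energy transfer signal | Controls: Unlabeled CBFb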
Wee1 stabilizer: inhibitors of human Wee1 degradation; P30291; HeLa Luc-Wee1K328M stability, luciferase luminescence; 100% = proteasome inhibitor MG132 effect; reporter increase, % at 5 µM; 220,000 compounds, 1.2% hits; AID 1321;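 active = activation above the mean of all tested compounds plus 3 SD, set per screening run, cut at about 8.8% in these data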;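 note: cells exposed to compound for 20 h before luminescence read; 0% = DMSO alone and 100% = MG132 at 30 µM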
Runt-SMMHC FRET: Runt domain-CBFb-SMMHC interaction inhibition. Q01196+Q13951. Cerulean-Runt/Venus-CBFb-SMMHC FRET ratio 530/480, 1 h. inhibition, % at 20 µM. 220,000 compounds, 0.74% hits. AID 1434;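 active = mean inhibition across duplicate retests at 20 µM reaching about 50%, limit read from the data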;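 note: 0% = DMSO wells and 100% = wells with excess untagged CBFb-SMMHC; inhibitors lower the FRET ratio by blocking Runt binding to CBFb-SMMHC; some results filed as inactive read as strong as hits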
Hck Nef HTS: human Hck-Nef kinase inhibition; P08631; Recombinant Hck-YEEI plus Nef, Z-Lyte FRET kinase assay; inhibition, % at 20 µM; 220,000 compounds, 0.68% hits; AID 463187;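 active = Hck-Nef kinase inhibition above about 50%, limit read from the data; inactive = inhibition below that limit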;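 note: 0% = DMSO with Hck plus Nef and 100% = Hck alone without Nef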
14-3-3 Bad inh: disrupts binding of bovine 14-3-3 zeta to phospho-Bad peptide; P63103; TR-FRET 14-3-3zeta/Dy647-pBad peptide displacement, 1 h; inhibition, % at 21.7 µM; 220,000 compounds, 0.71% hits;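 active = inhibition above about 70%, limit read from the data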;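 note: 0% = full 14-3-3 plus peptide FRET controls and 100% = background without 14-3-3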
Target sequence (P63103 whole entry, looked up): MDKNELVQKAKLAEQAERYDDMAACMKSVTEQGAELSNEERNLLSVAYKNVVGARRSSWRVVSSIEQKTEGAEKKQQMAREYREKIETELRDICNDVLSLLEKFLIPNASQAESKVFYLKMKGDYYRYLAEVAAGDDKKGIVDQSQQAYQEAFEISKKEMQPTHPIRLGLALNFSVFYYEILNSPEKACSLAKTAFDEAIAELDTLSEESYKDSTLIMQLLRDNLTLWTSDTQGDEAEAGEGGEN
FXIa inh 1536: factor XIa (human) inhibition; inhibition, % at 5 µM; purified FXIa, Boc-Glu-Ala-Arg-AMC fluorogenic substrate; 220,000 compounds, 0.14% hits;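 active = inhibition of at least 40%; inactive = inhibition below 40%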;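 note: fluorescence of freed AMC excited at 355 nm; 0% = enzyme without compound and 100% = no enzyme blank; many of its hits are not listed in these tables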
Thrombin inh: blocks human thrombin protease activity. P00734. alpha-thrombin, Boc-VPR-AMC fluorogenic substrate cleavage. inhibition, % at 5 µM. 220,000 compounds, 0.26% hits. AID 1046;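 active = inhibition at or above 40%; inactive = inhibition below 40%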;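 note: 0% = enzyme with no compound and 100% = wells without enzyme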
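System – human alpha-thrombin · Medium – pH 7.5 Tris (50 mM) with NaCl 150 mM, Tween 20 0.05% · Compound – single-point dosing at 5 µM, 0.2% DMSO · Incubation – enzyme reaction carried out at room temperature · Technique – fluorescence of released AMC, ex 355 nm, em 460 nm · Read-out basis – % inhibition of thrombin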
hK5 inh: kallikrein 5 (human) inhibition | Q9Y337 | recombinant hK5, fluorogenic AMC substrate cleavage | inhibition, % at 5 µM | 210,000 compounds, 0.59% hits;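 active = inhibition of 40% or more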;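 note: 0% = enzyme controls without compound and 100% = no-enzyme blanks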
FXIIa inh 1536: inhibitors of human coagulation factor XIIa. 220,000 compounds, 0.3% hits. inhibition, % at 5 µM. purified FXIIa, Boc-QGR-AMC fluorogenic substrate, 2 h. AID 800; in the data active = inhibition above about 40%;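 note: 0% = enzyme with no compound and 100% = blank without enzyme; many of its hits are not listed in these tables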
* hit, by the source's call; nt = not tested or not shown; [ ] = remark or other dose.

entry	Wee1 stabilizer	Hck Nef HTS	14-3-3 Bad inh	hK5 inh	FXIIa inh 1536	FXIa inh 1536	Thrombin inh	Runt-CBFb FRET	Runt-SMMHC FRET	Molecule
1	-1	0	2[fluorescence artefact?]	-3	16	9	-1	3	3	CC(C)CC1NC2(C(=O)N(C)c3ccccc32)C2C(=O)N(C(C)C)C(=O)C12 (stereo not drawn)
2	8	7	4	-1	12	-1	-3	12	0	O=C(NC(=S)Nc1ccccc1[N+](=O)[O-])c1ccccc1
3	-2	2	7	-19	9	-1	-7	0	1	CCCSCCCNC(=O)CC1Oc2ccccc2NC1=O (stereo not drawn)
4	-1	0	14	-2	10	8	-2	-2	5	COc1ccccc1/C=N\N=C(\N)c1ccccn1
5	-1	2	-9	11	7	5	10	-1	0	COc1ccc(C(=O)/C=C/Nc2cc(C)on2)c(OC)c1
6	2	5	2	-3	7	-6	0	0	-4	CSc1sc(C(=O)NNC(=O)c2ccc(Cl)cc2)c2c1C=CCC2
7	nt	28	2	0	6	1	-5	1	1	Cc1nc(C(=O)NC2CCOCC2)sc1C1(C)CC(c2cccc([N+](=O)[O-])c2)=NO1 (stereo not drawn)
8	nt	5	-3	14	1	-3	-6	0	2	CCOC(=O)c1ccc(NC(=O)c2nc[nH]c2C(=O)N2CCN(c3ccccc3)CC2)cc1
9	5	18	-2	-4	3	-4	-12	0	0	CS(=O)Cc1cc(Oc2ccccc2)nc(-c2ccncc2)n1 (stereo not drawn)
10	-1	7	1	-10	3	-8	1	nt	30	COc1ccc2[nH]c3c(=O)n(Cc4ccc(C(=O)N5CCCC5)cc4)c(=S)[nH]c3c2c1
11	-3	6	0	-10	6	2	-5	0	15	O=c1[nH]c(N/N=C/c2ccccc2Br)nnc1-c1ccccc1
12	3	4	-1[fluorescence artefact?]	-1	11	10	-1	0	2	O=C(Oc1ccccc1N1C(=O)C2CC=CCC2C1=O)c1ccc(Br)cc1 (stereo not drawn)
13	-1	-3	-4	1	6	-3	-1	2	-4	O=C(NCc1nc2ccccc2[nH]1)C1=C[C@H](C2CC2)C[C@H](OCCCCO)O1
14	2	1	-2	17	9	-4	-4	4	1	CCOc1ccc2[nH]c(=O)c(CN(Cc3ccco3)C(=O)c3cccc(F)c3)cc2c1
15	nt	24	-7	2	10	3	-4	2	-11	CC(C)OCCCN1C=C2C(=O)C(C)(OC(=O)CCc3ccccc3)C(=O)C=C2C=C1c1ccc(C#N)cc1 (stereo not drawn)
16	-2	31	-4	-3	5	-2	2	-7	-4	CCOC(=O)COc1ccc(Br)cc1/C=C/c1[nH]c(=O)[nH]c(=O)c1[N+](=O)[O-]
17	0	-2	14	-12	9	5	1	-4	-12	CCCCCCCCNC(=O)c1cccnc1SCC(=O)Nc1ccc(OC)cc1OC
18	2	11	3	0	14	-3	-1	0	1	CCCCCc1n[nH]c2c1CCCC2
19	-2	2	0	-10	13	2	-1	2	1	Cc1ccc(C(=O)CN(C(=O)c2ccc(Cl)c(Cl)c2)N2C(=O)C3C4C=CC(C4)C3C2=O)cc1 (stereo not drawn)
20	-2	2	-1[fluorescence artefact?]	20	17	1	2	1	0	Cc1ccc(-n2c(Cc3cccn3C)nnc2SCC(=O)Nc2ccc3c(c2)OCO3)cc1

Continued.
entry	Wee1 stabilizer	Hck Nef HTS	14-3-3 Bad inh	hK5 inh	FXIIa inh 1536	FXIa inh 1536	Thrombin inh	Runt-CBFb FRET	Runt-SMMHC FRET	Molecule
21	-1	-7	-11	-13	12	6	5	-5	-7	CCOC(=O)c1c(N)nn(C(=O)C(C)C)c1-c1ccccc1
22	3	7	1[fluorescence artefact?]	1	3	-2	2	-1	2	CC(C)C(=O)N1CCN(c2ccc(NC(=O)c3ccc(Br)o3)cc2)CC1
23	4	1	10[fluorescence artefact?]	14	9	5	20	0	-2	CC(=O)Oc1ccc(-c2cccc(C(=O)OCC(=O)N(C)c3ccccc3)c2)cc1
24	-1	24	3	10	18	4	5	1	1	Cc1ccc(N(Cc2cc3ccc(C)cc3[nH]c2=O)C(=O)c2cccs2)cc1
25	1	1	3	-11	18	8	2	-3	-1	Cc1nnsc1NC(=O)OCc1ccccc1Cl
26	1	9	-5	-6	0	-6	-17	1	0	Cc1cc(C)c(C#N)c(SCc2ccccc2F)n1
27	-1	1	0	-2	5	3	-2	-2	-4	N/C(CC(=O)Nc1cc(C(F)(F)F)ccc1Cl)=N\O
28	0	1	-9	-6	16	2	2	-1	-1	Oc1ccccc1C1=NCCNC(C(F)(F)C(F)F)=C1
29	-2	7	0	-7	16	9	-3	-3	1	CCCCCCCCCn1c2c(c(=N)c3c1CCC3)CCC2
30	-1	25	5	9	2	-5	-7	0	-1	Cc1cc(NC(=O)c2ccc3c(c2)OCCO3)ccc1NC(=O)c1cc2ccccc2o1
31	3	22	2	4	11	0	0	2	1	Cc1ccc[n+](-c2nc3ccccc3nc2[N-]S(=O)(=O)c2ccccc2)c1
32	8	21	-4[fluorescence artefact?]	-9	14	-6	5	5	-4	Cc1ccc(S(=O)(=O)N2Cc3ccccc3CC2C(=O)Nc2ccc3c(c2)OCO3)cc1 (stereo not drawn)
33	2	1	-10	-1	7	-2	3	1	-4	CCOC(=O)c1c(C)nc(C)c(C(=O)OCC)c1-c1cccc(N)c1
34	2	25	-17	0	11	16	7	nt	nt	Cc1occc1C(=O)Nc1ccc(OCc2ccccc2)cc1
35	0	-4	8	-2	18	-2	3	-3	-3	CC(=O)Nc1ccc(OS(=O)(=O)c2c(C)cc(C)cc2C)cc1
36	4	-6	0	5	11	0	-1	-7	1	COCCNC(=O)NC12CC3(C)CC(C)(CC(C)(C3)C1)C2
37	-1	11	42	-6	17	4	2	-2	-2	c1ccc(COc2cccc(CN3CCN(c4ccccn4)CC3)c2)cc1
38	-3	18	-9	18	8	16	2	0	3	Cc1cc(NC(=O)COC(=O)CCNS(=O)(=O)c2c(Cl)cccc2Cl)no1
39	0	5	9	5	6	5	0	-64	-70	CCn1c(O)c(/C=N/N=C/c2ccc(OC)cc2)c2cc(C3=NNC(=O)CC3)ccc21
40	-2	0	7	15	19	5	0	-2	-2	CCC(C)NC(=O)c1ccc(NC(=O)C2CCCO2)cc1 (stereo not drawn)

Look-ups from above:
Under hK5 inh, `Cc1occc1C(=O)Nc1ccc(OCc2ccccc2)cc1` has 0
Under Wee1 stabilizer, `Oc1ccccc1C1=NCCNC(C(F)(F)C(F)F)=C1` has 0
Under FXIa inh 1536, `Cc1ccc(N(Cc2cc3ccc(C)cc3[nH]c2=O)C(=O)c2cccs2)cc1` has 4

The list continues.
entry	Wee1 stabilizer	Hck Nef HTS	14-3-3 Bad inh	hK5 inh	FXIIa inh 1536	FXIa inh 1536	Thrombin inh	Runt-CBFb FRET	Runt-SMMHC FRET	Molecule
41	4	5	0	3	0	-1	-7	3	4	Cc1nc(C)c(Oc2ccc(Cl)cc2Cl)c(=O)[nH]1
42	-2	1	11	-1	4	-2	-5	3	-54	CNC(=O)CSc1nnc(COc2ccc(Cl)cc2)n1CCOC
43	-3	-24	0	19	-2	20	13	-1	0	NC(=O)NC(=O)COC(=O)c1cccc(NS(=O)(=O)/C=C/c2ccccc2)c1
44	2	1	8	-1	25	19	4	1	-6	COc1ccccc1-c1nnc(SCc2ccccn2)n1C
45	-1	-6	-7	-5	nt	0	-14	4	-1	CC(C)(C)c1ccc(Oc2ccc(NC(=O)C3CC=CCC3C(=O)O)cc2)cc1 (stereo not drawn)
46	-3	6	-10[fluorescence artefact?]	-14	4	-1	-1	-1	-1	CCOC(=O)c1c(C)[nH]c2cc(Br)c(O)cc12
47	-1	17	-7	-1	5	-4	-12	1	3	Fc1ccc(C2CCCN2Cc2nc(-c3cnccn3)no2)cc1 (stereo not drawn)
48	-1	23	3	-4	4	2	nt	1	2	Cc1c(C(=O)NCCc2ccc(S(N)(=O)=O)cc2)cccc1[N+](=O)[O-]
49	-2	21	-20	3	8	-1	4	1	1	Cc1ccc(-n2c(=S)[nH]c3[nH]ncc3c2=O)cc1
50	3	2	-15	3	17	4	6	2	-2	CC(=O)NN1C(=O)/C(=C\c2ccc(Cl)cc2)SC1=S
51	-4	-2	-3	21	7	-1	3	0	-4	O=C(NCCc1ccccc1F)C1CCCN1S(=O)(=O)c1ccccc1 (stereo not drawn)
52	-2	12	-3	-6	4	-6	-3	0	-2	CC1(C)CC(=O)C2=C(C1)N(CC1CCCO1)C(=O)NC2(C(F)(F)F)C(F)(F)F (stereo not drawn)
53	0	0	12	-10	18	-2	1	0	-4	CS(=O)(=O)NCCCNc1ccc(Cl)cc1[N+](=O)[O-]
54	-2	8	-4	-1	10	1	0	0	-2	CN(C)n1cccc1/C=C(\C#N)S(=O)(=O)c1ccc(Cl)cc1
55	0	1	-1	7	8	-7	-4	1	3	CCc1nnc(NC(=O)CSc2nnc(-c3ccc(OC)cc3)n2C)s1
56	1	6	-15	0	22	3	5	0	0	COc1ccc(NC2CC(=O)N(C(C)C)C2=O)cc1 (stereo not drawn)
57	1	0	-12	18	11	3	1	-1	-1	COc1ccc2c(CC(=O)Nc3ccc(N4CCOCC4)cc3)coc2c1
58	-1	0	2	6	13	4	-1	1	2	CC1Oc2ccccc2N(CC(=O)N2CCCc3ccccc32)C1=O (stereo not drawn)

Screen by screen, from the results shown:
Compounds 45 to 50 in Thrombin inh, in turn: -14, -1, -12, nt, 4, 6
Compounds 45 to 50 in Hck Nef HTS, in turn: -6, 6, 17, 23, 21, 2

3 entries out of the list above, ordered by the value under 14-3-3 Bad inh, largest number first.
entry	Wee1 stabilizer	Hck Nef HTS	14-3-3 Bad inh	hK5 inh	FXIIa inh 1536	FXIa inh 1536	Thrombin inh	Runt-CBFb FRET	Runt-SMMHC FRET	Molecule
41	4	5	0	3	0	-1	-7	3	4	Cc1nc(C)c(Oc2ccc(Cl)cc2Cl)c(=O)[nH]1
55	0	1	-1	7	8	-7	-4	1	3	CCc1nnc(NC(=O)CSc2nnc(-c3ccc(OC)cc3)n2C)s1
45	-1	-6	-7	-5	nt	0	-14	4	-1	CC(C)(C)c1ccc(Oc2ccc(NC(=O)C3CC=CCC3C(=O)O)cc2)cc1 (stereo not drawn)

Bioassay records deposited in PubChem BioAssay by several laboratories.
